High-throughput results deposited in PubChem by several laboratories.
SUMO HTRF inh: inhibitors of in vitro SUMOylation cascade, primary screen, biochemical, HTRF, uHTS. inhibition, % at 35 µM. hit rate 0.36% among 290,000. HTRF SUMOylation assay, SAE1/SAE2 + UBC9; in the data active means inhibition above about 50%, passing the limit was not always enough; further: strong numbers were not always called active
IDE inh: human IDE inhibitors in live cells, primary screen, fluorescence polarization, HEK cells, FAbetaB substrate. AID 434962, 2010. Insulin-degrading enzyme (Homo sapiens), P14735. hit rate 0.41% among 320,000. FAbetaB cleavage. inhibition, % at 5.59 µM;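 active means percent inhibition above the average of all tested compounds plus 3 SD, set per screening campaign, cut at about 16% in these data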;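 further: IDE supplied by intact live HEK cells; FP after avidin binding of uncleaved biotin substrate so inhibition keeps polarization high; 0% = DMSO wells and 100% = 60 µM reference IDE inhibitor Ii1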
Target sequence (P14735 whole entry, looked up): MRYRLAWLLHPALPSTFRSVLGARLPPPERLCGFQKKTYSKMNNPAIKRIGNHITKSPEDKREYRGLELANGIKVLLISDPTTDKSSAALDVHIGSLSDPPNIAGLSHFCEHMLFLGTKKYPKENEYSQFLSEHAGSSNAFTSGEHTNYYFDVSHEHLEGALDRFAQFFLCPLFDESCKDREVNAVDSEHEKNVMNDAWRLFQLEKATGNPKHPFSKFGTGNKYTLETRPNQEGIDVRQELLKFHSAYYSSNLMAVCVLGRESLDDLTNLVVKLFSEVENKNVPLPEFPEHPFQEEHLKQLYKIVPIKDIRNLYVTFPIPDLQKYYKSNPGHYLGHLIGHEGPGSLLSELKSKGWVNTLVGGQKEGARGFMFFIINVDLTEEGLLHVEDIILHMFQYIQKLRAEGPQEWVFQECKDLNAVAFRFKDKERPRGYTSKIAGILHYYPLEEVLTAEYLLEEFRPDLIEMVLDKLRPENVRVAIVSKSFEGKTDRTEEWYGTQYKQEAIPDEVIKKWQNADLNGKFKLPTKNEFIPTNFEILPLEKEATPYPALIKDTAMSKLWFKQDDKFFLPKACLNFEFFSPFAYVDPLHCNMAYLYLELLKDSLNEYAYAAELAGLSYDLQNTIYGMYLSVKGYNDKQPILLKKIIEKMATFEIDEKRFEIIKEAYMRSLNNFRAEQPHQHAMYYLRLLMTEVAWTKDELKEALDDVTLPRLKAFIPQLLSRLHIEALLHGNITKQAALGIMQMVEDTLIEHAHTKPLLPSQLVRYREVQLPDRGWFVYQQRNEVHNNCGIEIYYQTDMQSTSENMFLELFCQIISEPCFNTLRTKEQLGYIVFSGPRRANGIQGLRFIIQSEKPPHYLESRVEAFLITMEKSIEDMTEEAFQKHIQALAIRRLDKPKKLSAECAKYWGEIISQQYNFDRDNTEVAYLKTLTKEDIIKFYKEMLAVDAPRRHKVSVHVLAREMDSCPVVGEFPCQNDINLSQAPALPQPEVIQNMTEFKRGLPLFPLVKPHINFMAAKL
FID counter: compounds displacing fluorescent DNA intercalator, primary screen, artefact control for HCV NS3 helicase inhibitor project, biochemical, FID fluorescence; DNA fluorescent intercalator displacement; inhibition, % at 7.9 µM; hit rate 0.17% among 290,000; AID 1845, 2009; in the data active means inhibition above about 37%;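 further: 0% = vehicle and 100% = reference compound; higher means more ethidium bromide displaced from hairpin DNA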
pCIP destab: p/CIP-EGFP fusion destabilizers, primary screen, fluorescence, F442A cells; Q05BA5; 16 h; decrease of EGFP signal, % at 10 µM; hit rate 0.01% among 290,000;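 active means EGFP signal decrease of at least 30% at 10 µM or well 3 SD below plate mean, unless failing retest; inactive means the rest, including hits failing retest or dose response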; further: some compounds called inactive have numbers as strong as hits; many of its hits are not listed in these tables
IMP-1 inh: IMP-1 metallo-beta-lactamase inhibitors, primary screen, biochemical, epi-absorbance readout, Pseudomonas aeruginosa enzyme; metallo-beta-lactamase IMP-1 (Pseudomonas aeruginosa); purified IMP-1, nitrocefin hydrolysis, epi-absorbance fluorescence; inhibition, % at 5.6 µM; hit rate 0.45% among 290,000; AID 1556, 2009;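 active means inhibition above the mean plus 3 SD of all compounds in the same screening run, cut at about 4.5% in these data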;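 further: 0% = IMP-1 with DMSO and 100% = DMSO wells lacking enzyme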
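Assay system: purified IMP-1; Quantity: IMP-1 0.2 nM before substrate addition; Medium: HEPES buffer pH 7.1 with ZnSO4 and Brij 35; Incubation: 15 min enzyme–compound preincubation, then 25 min nitrocefin reaction, 25 °C; Signal: fluorescence quenching readout, ex 480/em 530 nm; Controls: DMSO with and without IMP-1; Repeats: singlicate testing.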
M18AAP inhibitor: PfM18AAP inhibitors, malaria aminopeptidase, primary screen, biochemical, QFRET, recombinant enzyme; AID 1822, 2009; inhibition, % at 7.35 µM; M18 aspartyl aminopeptidase (Plasmodium falciparum 3D7); hit rate 1.2% among 290,000; H-Glu-NHMec fluorogenic cleavage;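 active means inhibition above the campaign mean inhibition over all tested compounds plus 3 SD, cut at about 28% in these data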;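 further: 0% = plate median of test compound wells and 100% = 2 mM ZnCl2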
VIM-2 inh: VIM-2 metallo-beta-lactamase inhibitors, primary screen, biochemical, epi-absorbance readout, Pseudomonas aeruginosa enzyme; purified VIM-2, nitrocefin hydrolysis, epi-absorbance fluorescence; inhibition, % at 5.6 µM; hit rate 0.89% among 290,000;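 active means inhibition above the mean of all tested compounds plus 3 SD, cutoff set per screening run, cut at about 7.5% in these data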;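 further: red hydrolysis product quenches plate fluorescence so inhibitors raise well fluorescence; 0% = enzyme with DMSO and 100% = DMSO without enzyme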
HCV NS3 hel inh: inhibitors of HCV NS3 helicase, primary screen, biochemical, Cy5 molecular beacon fluorescence. NS3 helicase DNA unwinding. inhibition, % at 10.9 µM. AID 1800, 2009. Hepatitis C virus NS3 helicase. hit rate 0.56% among 290,000;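 active means inhibition above the mean of all tested compounds plus 3 SD, set per campaign, cut at about 35% in these data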;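 further: 0% = DMSO wells and 100% = thioflavine S control wells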
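Test system: hepatitis C virus NS3 helicase domain fragment enzyme. Also added: annealed dual-labelled DNA beacon duplex, ATP-started. Timing: 60 min unwinding reaction at 25 °C after ATP addition. Technique: Cy5 fluorescence. Measure: % inhibition of unwinding.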
IDE cell activ: human IDE activators in live cells, primary screen, fluorescence polarization, HEK cells, FAbeta-B substrate; Insulin-degrading enzyme (Homo sapiens), P14735; FAbeta-B cleavage; 0% vehicle, 100% cell-free pure enzyme wells; activation, % at 5.96 µM; hit rate 0.073% among 340,000; AID 493087, 2011;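 active means activation above the mean of all tested compounds plus 3 SD, set per screening campaign, cut at about 17% in these data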
Numbers without * were called inactive; . = not tested or not shown.

SMILES	SUMO HTRF inh	IDE inh	FID counter	pCIP destab	IMP-1 inh	M18AAP inhibitor	VIM-2 inh	HCV NS3 hel inh	IDE cell activ
CCOC(=O)c1nonc1NC(C)=O	-2	-4	-3	1	-2.5	4	-4.8	32	2
COc1ccc(OC)c(CN2CCN(C(=O)c3cccc4ccccc34)CC2)c1	25	-1	-19	-7	0.8	8	-1.8	-7	-2
CC(C)c1cccc(OCCN2CCCC2)c1	6	1	2	-5	-1.8	0	-2.7	0	5
Cc1cc(SCC(=O)OCC(=O)NCc2ccc3c(c2)OCO3)c(C)cc1Br	-15	0	-8	3	0.2	-2	-3.5	-5	9
CCOc1ccc(NC(N)=O)cc1OCC	20	0	0	2	-1.8	6	-4.2	1	-5
CN(CC(=O)N1CCc2ccccc21)S(=O)(=O)c1ccc(Cl)cc1	-13	0	-12	-4	-4.1	2	-2.7	1	-1
O=C1c2cccc3c([N+](=O)[O-])ccc(c23)C(=O)N1Cc1cccnc1	13	.	-13	-66	1.5	15	6.9	1	-18
CCOc1ccccc1NC(=O)CSc1nnc(CNC(=O)c2ccco2)o1	6	9	-7	1	-4.2	6	-5.3	10	-4
Cc1cc(F)ccc1S(=O)(=O)NCC1CC2CCC1C2 (stereo not given)	9	7	-30	-13	-2.0	-3	-1.3	11	-1
CC(=O)OCCCN1C(=O)c2ccc(Br)cc2C1=O	19	-1	1	7	-1.4	-4	-2.1	-1	7
CCOC(=O)C1=C(c2ccccc2)N=c2s/c(=C\c3ccco3)c(=O)n2C1c1cccs1 (stereo not given)	40	-2	-19	4	0.1	13	-2.9	48*	2
CN(C(=O)CSc1nc(-c2ccc(F)cc2)cs1)C1CCS(=O)(=O)C1 (stereo not given)	-6	3	-17	-7	-0.2	-4	0.2	-4	4
CC1(C)C(=O)OC(/C=C\c2cccc([N+](=O)[O-])c2)C(C)(C)C1=O (stereo not given)	6	4	1	-2	-2.7	-8	-1.2	-16	5
CCOC(=O)C1=C(C)N(C)C(=O)NC1c1cccc2ccccc12 (stereo not given)	6	3	-13	3	-1.0	1	-1.8	0	-4
CCS(=O)(=O)N1Cc2ccccc2CC1C(=O)N(C)Cc1ccc(OC)cc1OC (stereo not given)	-16	0	-31	-10	-2.8	0	-1.0	-8	-2
COC(=O)c1ccc(OCCOc2ccc(C(=O)OC)cc2)cc1	2	-4	-3	4	-4.1	-1	-2.8	-7	-1
CC(=O)NC(O)C(=O)c1ccccc1 (stereo not given)	21	1	0	-9	-0.9	-3	0.5	2	0
CC1CCN(C(=O)C2CCN(CC(C)c3ccccc3)CC2)CC1 (stereo not given)	0	-1	2	4	-1.2	-2	-0.5	-6	1
CC(C)(C#N)Nc1ccccc1	-2	-1	5	-10	-2.8	3	0.3	-8	1
CCn1nc(C)c(CN2CCN(Cc3cccc(OC)c3)C(CCO)C2)c1C (stereo not given)	8	-7	-3	-9	-1.2	-2	-1.7	-2	2
CSc1nnc(-c2ccc(F)cc2)o1	22	3	1	-4	0.3	5	-2.1	-2	-5
O=C(Nc1ccccc1C(=O)N1CCCCCC1)c1ccc(F)cc1	10	2	-7	-6	-2.2	-2	-1.3	4	4
COc1ccc(/C(N)=N/OC(=O)c2cccs2)cc1	21	-1	-5	-10	-0.1	-16	0.5	-8	6
CCOc1ccc(Nc2nc(Cc3nnc(SCC(N)=O)o3)cs2)cc1	-12	-2	-11	2	-3.6	1	-2.5	4	3
O=C1Nc2ccccc2/C1=N/c1sc2c(c1C(=O)NCCc1ccccc1)CCCC2	-8	4	-23	-17	-2.7	6	-3.4	14	7

12 structures out of the list, sorted by molecular weight, largest number first:
SMILES	SUMO HTRF inh	IDE inh	FID counter	pCIP destab	IMP-1 inh	M18AAP inhibitor	VIM-2 inh	HCV NS3 hel inh	IDE cell activ
Cc1cc(SCC(=O)OCC(=O)NCc2ccc3c(c2)OCO3)c(C)cc1Br	-15	0	-8	3	0.2	-2	-3.5	-5	9
CCOC(=O)C1=C(c2ccccc2)N=c2s/c(=C\c3ccco3)c(=O)n2C1c1cccs1 (stereo not given)	40	-2	-19	4	0.1	13	-2.9	48*	2
CCS(=O)(=O)N1Cc2ccccc2CC1C(=O)N(C)Cc1ccc(OC)cc1OC (stereo not given)	-16	0	-31	-10	-2.8	0	-1.0	-8	-2
O=C1Nc2ccccc2/C1=N/c1sc2c(c1C(=O)NCCc1ccccc1)CCCC2	-8	4	-23	-17	-2.7	6	-3.4	14	7
CCOc1ccccc1NC(=O)CSc1nnc(CNC(=O)c2ccco2)o1	6	9	-7	1	-4.2	6	-5.3	10	-4
CN(C(=O)CSc1nc(-c2ccc(F)cc2)cs1)C1CCS(=O)(=O)C1 (stereo not given)	-6	3	-17	-7	-0.2	-4	0.2	-4	4
CCOc1ccc(Nc2nc(Cc3nnc(SCC(N)=O)o3)cs2)cc1	-12	-2	-11	2	-3.6	1	-2.5	4	3
COc1ccc(OC)c(CN2CCN(C(=O)c3cccc4ccccc34)CC2)c1	25	-1	-19	-7	0.8	8	-1.8	-7	-2
CN(CC(=O)N1CCc2ccccc21)S(=O)(=O)c1ccc(Cl)cc1	-13	0	-12	-4	-4.1	2	-2.7	1	-1
O=C1c2cccc3c([N+](=O)[O-])ccc(c23)C(=O)N1Cc1cccnc1	13	.	-13	-66	1.5	15	6.9	1	-18
COC(=O)c1ccc(OCCOc2ccc(C(=O)OC)cc2)cc1	2	-4	-3	4	-4.1	-1	-2.8	-7	-1
CC1CCN(C(=O)C2CCN(CC(C)c3ccccc3)CC2)CC1 (stereo not given)	0	-1	2	4	-1.2	-2	-0.5	-6	1

Taken from above:
pCIP destab, CC(=O)OCCCN1C(=O)c2ccc(Br)cc2C1=O = 7
HCV NS3 hel inh, CCOC(=O)C1=C(C)N(C)C(=O)NC1c1cccc2ccccc12 (stereo not given) = 0

The list goes on:
SMILES	SUMO HTRF inh	IDE inh	FID counter	pCIP destab	IMP-1 inh	M18AAP inhibitor	VIM-2 inh	HCV NS3 hel inh	IDE cell activ
CN(C(=O)COC(=O)c1ccc2c(c1)NC(=O)CS2)C1CCS(=O)(=O)C1 (stereo not given)	-6	2	-2	-4	-1.6	9	-2.1	-2	4
COc1ccc(-c2cc(C)no2)cc1S(=O)(=O)N1CCN(c2ccc([N+](=O)[O-])cc2)CC1	19	-11	-5	-5	-0.7	0	-0.2	4	0
Cc1cccc(S(=O)Cc2ccc(C(=O)N3CCOCC3)o2)c1 (stereo not given)	4	0	-6	-1	-1.4	3	-6.5	-2	1
CCN1CCCC(CO)(Cc2ccccc2)C1 (stereo not given)	9	-7	18	-22	-2.3	-4	-1.3	-7	-1
C/C(=N\NC(=O)c1ccc2c(c1)OCO2)c1ccc(C(=O)O)s1	9	-1	2	-11	-3.4	8	-4.6	1	0
CCOc1ccc(-c2c(C(=O)N/N=C/c3c[nH]c4ccccc34)nnn2-c2nonc2N)cc1	-2	0	0	-2	-0.9	-14	-1.6	-33	2
COc1ccccc1NC(=O)C(C)OC(=O)CCC1CCCCC1 (stereo not given)	-7	-7	-29	-7	-1.3	-1	-2.1	-9	4
Cc1c(Nc2ncnc3nc[nH]c23)c(=O)n(-c2ccccc2)n1C	-7	5	0	5	-1.8	0	-1.6	4	1
O=C(O)c1cc(NS(=O)(=O)c2cccc3nsnc23)cc(C(=O)O)c1	9	1	-2	-4	-2.8	0	-2.2	1	4
CCOC(=O)C1=C(C)NC(SCC(=O)O)=NC1c1ccccc1 (stereo not given)	34	2	-15	2	-1.6	8	-4.0	10	.
COc1cc(C(C)=O)ccc1OCC(O)CN1CCN(S(=O)(=O)c2ccccc2)CC1 (stereo not given)	20	2	-18	-2	0.5	9	3.6	11	1
COc1ccc(-c2[nH]ncc2CNC(C)c2ccccc2Cl)cc1F (stereo not given)	2	1	18	-4	-2.4	-6	-4.9	-14	5
COc1ccc(NC(=O)CN2C(=O)NC(c3ccccc3)(c3ccccc3)C2=O)cc1	-3	0	-28	-20	-1.3	-8	-3.6	-19	-1
CC(=O)c1ccc(NC(=O)C(Cc2ccccc2)NC(=O)c2ccco2)cc1 (stereo not given)	7	-1	-20	-9	-2.0	2	-1.9	1	0
CCCn1nnc(NC(=O)c2ccccc2Br)n1	15	5	-10	-27	-2.9	-7	-4.4	1	-2
CN(C(=O)c1cccc(C#N)c1)c1nnc(C2CCOC2)s1 (stereo not given)	5	4	0	4	-1.5	-2	-0.9	-6	-4
CCOC(=O)c1ccc2nc(Nc3nc4ccc(F)cc4s3)sc2c1	7	-3	-2	0	-0.7	5	-2.2	4	-1
O=C(COc1cccc2ccccc12)N/N=C/c1ccco1	-1	-4	-20	-2	-0.7	8	0.3	4	1
O=C(O)c1ccccc1NS(=O)(=O)c1ccccc1C(F)(F)F	18	1	-10	-14	-4.5	3	-0.1	6	3
NC(=O)c1ccc[n+](CC(=O)c2ccc(NC(=O)c3ccccc3)cc2)c1	19	-7	5	-3	-2.7	-13	-0.5	-18	-2
CC(C)(C)C(=O)Nc1ccc2oc(-c3cc(F)c(F)cc3Cl)nc2c1	10	6	-6	-3	-2.1	-4	-1.9	-8	8
C/C=C/c1ccc(OCC(=O)OCC)c(OC)c1	11	-1	-9	-4	-1.5	0	-2.1	5	3
Clc1ccc(Oc2cccc(/C=N/n3cnnc3)c2)cc1	16	2	-21	-8	-3.8	6	-1.3	-4	-4
COc1ccc(CCN2CC(C(=O)NCc3c(C)n[nH]c3C)CCC2=O)cc1 (stereo not given)	10	2	-8	-8	-3.5	-9	-2.3	2	-3
CCc1ccccc1NC(=O)/C(=C/c1ccccc1)c1ccccc1	-12	0	-16	4	-0.9	-2	-2.5	2	4

(next part)
SMILES	SUMO HTRF inh	IDE inh	FID counter	pCIP destab	IMP-1 inh	M18AAP inhibitor	VIM-2 inh	HCV NS3 hel inh	IDE cell activ
CCN(CC)CC(C)CNC(=O)CC(C(=O)N1CCc2ccccc21)n1ccnc1 (stereo not given)	-31	1	10	12	-2.1	-6	1.4	4	3
CCCc1cc(=O)[nH]c(SCC(=O)c2cc(C)n(C3CC3)c2C)n1	28	2	-27	-3	-1.5	7	-2.0	5	-2
O=C(O)c1cccnc1SC1CC(=O)N(CCc2ccccc2)C1=O (stereo not given)	17	1	-10	-8	-0.6	-5	-1.1	3	4
C=CCOC(=O)/C(=C/c1ccco1)NC(=O)/C=C/c1ccccc1	-3	1	-12	-12	-3.7	3	-2.0	18	5
CCc1cccc(C)c1NC(=O)CNCc1ccccc1	-12	-7	-3	0	0.7	-7	-0.9	-5	5
O=C(CCCc1nc2ccccc2s1)NC(c1ccccc1)c1ccccc1	-7	0	-7	-4	-3.2	-2	-3.5	-11	1
